14-3-3g Raf: 14-3-3 gamma protein interaction modulation; FP, 14-3-3gamma / TMR-pS259-Raf peptide binding; inhibition, % at 40 µM; actives 0.19% (n = 160,000); P61981; AID 422; in the data active = inhibition above about 30%;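 note: 0% = protein plus tracer without compound and 100% = blank with tracer alone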
Target sequence (P61981 whole entry, looked up): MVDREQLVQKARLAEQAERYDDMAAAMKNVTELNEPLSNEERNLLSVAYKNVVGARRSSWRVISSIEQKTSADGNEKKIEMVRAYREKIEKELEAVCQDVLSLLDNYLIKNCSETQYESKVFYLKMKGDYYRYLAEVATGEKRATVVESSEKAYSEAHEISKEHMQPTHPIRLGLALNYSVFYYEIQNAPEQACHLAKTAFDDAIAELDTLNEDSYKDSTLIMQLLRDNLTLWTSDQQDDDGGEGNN
Numbers without * were called inactive; & = joins results of further samples. These rows are one share of the data; rates above refer to the full screens.

SMILES	14-3-3g Raf
Cc1ccc(S(=O)(=O)N2Cc3ccccc3CC2C(=O)N2CCOCC2)cc1 (stereo unspecified)	-3
Cc1sc2ncnc(SC(C)C(=O)O)c2c1C (stereo unspecified)	5
CCOC(=O)c1[nH]c(C)c(C(=O)Nc2ccc(Cl)cc2)c1C	1
CCCCNC(=O)CC1N=C2c3ccccc3N=C(SCc3ccc(F)cc3)N2C1=O (stereo unspecified)	-4
c1ccc2nc3ccccc3nc2c1	-36
CCN(Cc1ccccc1)C(c1ccncc1)c1nnnn1C(C)(C)C (stereo unspecified)	-7
CC1(C)CC(=O)C2=C(C1)OC(N)=C(C#N)C21C(=O)N(CN2CCOCC2)c2ccccc21 (stereo unspecified)	-2
NC(=O)C1CC(=O)N(Cc2ccc3c(c2)OCO3)C(=Nc2ccccc2)S1 (stereo unspecified)	-4&0
Cc1cccc(N2CC3=C(C2=O)C(c2ccccc2)NC(=O)N3C)c1 (stereo unspecified)	0
Cc1cccc(Nc2ncc([N+](=O)[O-])cc2[N+](=O)[O-])c1	-10
COCCN1C(=O)c2ccccc2C(C(=O)NCCN(C)C)C1c1cn(C)c2ccccc12 (stereo unspecified)	1
COc1ccccc1N1CCN(C(=O)CCCC(=O)O)CC1	-7
O=C(Nc1ccc(I)cc1C(=O)O)c1ccc(Oc2ccc([N+](=O)[O-])cc2)cc1	-27
O=C(CSc1nc2[nH]ncc2c(=O)n1-c1ccccc1)Nc1ccc(Oc2ccccc2)cc1	-16
COc1ccccc1N1CCN(C(=O)CCc2nc(-c3ccc(C)cc3)no2)CC1	-4
COc1ccc(Cl)cc1C(=O)Nc1ccc2nn(-c3ccc(F)cc3)nc2c1	-37
CCC(Oc1ccccc1)C(=O)Nc1cc(C)on1 (stereo unspecified)	-3
COc1ccc(C2C(N3C(=O)c4cccc([N+](=O)[O-])c4C3=O)C(=O)N2c2ccc(C)c(F)c2)cc1OC (stereo unspecified)	2
CCOc1cccc(=Nc2cc(C)c(C)cc2N)c2c(C)n(-c3cccc(OC)c3)c(C)c12	-63
CC(C)NC[C@H](O)c1ccc(O)c(O)c1	-2&-5
CSCCC(Nc1ncnc2ccccc12)C(=O)O (stereo unspecified)	3
CCOC(=O)CSc1nnc(C)c(=O)[nH]1	-5
CC(=O)n1nc(-c2ccco2)nc1SCc1ccccc1	4
CCN(CC)S(=O)(=O)c1cccc(-c2nnc(SCC(=O)NCCC3=CCCCC3)n2N)c1	-9
O=C(CSc1nnnn1C1CCCCC1)NCCc1ccccc1	-2
Cn1c2c(c(=O)[nH]c1=O)C(NC(=O)c1ccco1)(C(F)(F)F)C(=O)N2 (stereo unspecified)	-6
CCN(Cc1ccccc1)C(=O)c1c[nH]c2ccc(S(=O)(=O)N(C)c3ccc(Cl)cc3)cc2c1=O	-4
O=C(CN1C(=O)COc2ccccc21)Nc1ccc(F)cc1	-4
CN(Cc1ccccc1)C1CCN(Cc2ccccc2Cl)CC1	5
O=C(NC1CCCC1)c1cc(-c2ccc3c(c2)OCO3)on1	-3
Cc1ccc(Cl)cc1NC(=O)COc1ccccc1Br	0
O=C(NCc1cccs1)c1cccnc1C(=O)O	-2
COc1cc(NC(=O)COc2ccc(Cl)c(C)c2)ccc1NC(=O)c1ccco1	0
Cc1cc(C)cc(N(CC(=O)NC2CCCCC2)C(=O)CCC(=O)Nc2cc(C)ccn2)c1	6
O=C1c2ccccc2C(=O)c2c1c(C(=O)OCc1ccccc1)c1ccccn21	-106
O=C(Nc1c(C(=O)N2CCOCC2)cnn1-c1ccccc1)c1ccco1	-5&17
O=C(CCNC(=O)Cn1ccc2ccccc2c1=O)NCCN1CCN(c2ccccc2F)CC1	-3
Cn1c(SCC(N)=O)nc2ccccc2c1=O	-7
Cc1cc(C)cc(OCCNC(=O)c2cccc(Br)c2)c1	-3
Oc1ccccc1C1CCCCC1c1ccccc1 (stereo unspecified)	3

Looked up above:
Value for COc1cc(NC(=O)COc2ccc(Cl)c(C)c2)ccc1NC(=O)c1ccco1 in 14-3-3g Raf: 0
Value for Cn1c(SCC(N)=O)nc2ccccc2c1=O in 14-3-3g Raf: -7
Value for O=C(NCc1cccs1)c1cccnc1C(=O)O in 14-3-3g Raf: -2
Value for O=C1c2ccccc2C(=O)c2c1c(C(=O)OCc1ccccc1)c1ccccn21 in 14-3-3g Raf: -106
Value for Cc1cc(C)cc(OCCNC(=O)c2cccc(Br)c2)c1 in 14-3-3g Raf: -3

Following part
SMILES	14-3-3g Raf
Cc1ccc(-n2c(C)nc3cc(C(=O)O)ccc32)c(C)c1	-25
Cc1ccc(C(=O)NCc2ccc(Cl)cc2)o1	-3
NC(=O)C1(N2CCCCC2)CCN(C(=O)c2ccc3c(=O)n(CCC4=CCCCC4)c(=S)[nH]c3c2)CC1	2
COc1ccc(Oc2c(C(F)(F)F)oc3cc(OC(=O)c4cncc(Br)c4)ccc3c2=O)cc1	9
NC(=O)CN1C(=O)C2CCCCN2C(=O)c2ccccc21 (stereo unspecified)	-2
CCOc1cccc2cc(C(N)=O)c(=NCc3ccccc3)oc12	-6
COc1ccc(-c2nc(CS(=O)CC(=O)NCc3ccccn3)c(C)o2)cc1 (stereo unspecified)	99*
CCOC(=O)C1CCCN(c2c(NCCCN(CC)c3cccc(C)c3)c(=O)c2=O)C1 (stereo unspecified)	-7
O=C(OCC(O)CN1CCCCC1)C12CC3CC(CC(C3)C1)C2 (stereo unspecified)	2
CCS(=O)(=O)c1c(S(=O)(=O)CC)c2cc(-c3ccccc3)ccn2c1C(=O)c1ccc(C)cc1	-10
CC1=C(C(N)=O)C(c2ccccc2)NC(=O)N1 (stereo unspecified)	5
O=C(Nc1ccccc1)c1ccc2nc(-c3ccco3)c(-c3ccco3)nc2c1	-19
CC1(C)C2CCC1(CS(=O)(=O)Nc1ccc(F)cc1)C(=O)C2 (stereo unspecified)	0
Cc1ccc2c(c1)C(c1ccc(F)cc1)N(C(=O)C1CCCCC1)CC(=O)N2 (stereo unspecified)	-1
O=C(c1ccc(COc2ccc(F)cc2)o1)n1cc(Br)cn1	-33
CCOc1cc(/C=N/n2cnnc2)c(Br)cc1O	-1
Cc1nc2ccc(NC(=O)N3CCCCC3)cc2s1	-5
Nc1c2c(nc3ccccc13)N(Cc1ccccc1)CC2	-5
O=C(COc1ccc2c(c1)OCO2)NC12CC3CC(CC(C3)C1)C2	-2
COC(=O)NCCOC(=O)N(O)c1ccc(Br)cc1	-4

Of the compounds above, these have a nitro group on carbon:
SMILES	14-3-3g Raf
Cc1cccc(Nc2ncc([N+](=O)[O-])cc2[N+](=O)[O-])c1	-10
O=C(Nc1ccc(I)cc1C(=O)O)c1ccc(Oc2ccc([N+](=O)[O-])cc2)cc1	-27
COc1ccc(C2C(N3C(=O)c4cccc([N+](=O)[O-])c4C3=O)C(=O)N2c2ccc(C)c(F)c2)cc1OC (stereo unspecified)	2

Returning to the listing with the two entries that preceded the break.
SMILES	14-3-3g Raf
O=C(COc1ccc2c(c1)OCO2)NC12CC3CC(CC(C3)C1)C2	-2
COC(=O)NCCOC(=O)N(O)c1ccc(Br)cc1	-4
O=C(O)C1C2CCC(C2)C1C(=O)Nc1nc(-c2ccc(Br)cc2)cs1 (stereo unspecified)	-7
COc1ccccc1N1CCN(c2cc(=O)n(-c3ccc(Cl)cc3)c(=O)[nH]2)CC1	2
CCC12CN3CC(CC)(CN(C1)C3c1cc(Br)ccc1O)C2=O (stereo unspecified)	2
Cc1cc(C)cc(N=c2c([N+](=O)[O-])nn(-c3ccc4c(c3)OCCO4)n2O)c1	-12
O=C(NCc1cccnc1)C1CCC(CNS(=O)(=O)c2ccccc2)CC1 (stereo unspecified)	-4
COc1ccc(C(C#N)(CCC#N)CCC#N)cc1OC	2
COCc1cc(C)nc2sc(-c3nc4ccccc4[nH]3)c(N)c12	2
COCc1cc(=O)[nH]c(SCC(=O)Nc2ccccc2)n1	6&-13
Cn1c(=O)c2cc(S(=O)(=O)NCc3ccccc3)ccc2n(C)c1=O	-4
COc1ccc(C)cc1NC(=O)CSc1nc(SC)ns1	0
Cn1c(=O)c2c(nc(NCc3ccccc3)n2Cc2ccc(F)cc2)n(C)c1=O	2&0
COC(=O)c1ccccc1C(=O)N1CCOCCN(C(=O)c2ccccc2C(=O)OC)CCOCC1	0
Cc1ccc(NC(=O)c2ccc3ccccc3n2)nc1	-2
CNc1ccc(OC(F)F)cc1C(=O)c1ccccc1	-20
CC(C)(C)c1ccc(CSC2=Nc3ccccc3C3=NCC(=O)N23)cc1	-178
COc1ccc(-n2nc3ccc(NC(=O)c4cc(Cl)ccc4OC)cc3n2)cc1	-100
COc1ccc(COC(=O)C2=C(C)NC3=C(C(=O)CCC3)C2c2coc3ccccc3c2=O)cc1 (stereo unspecified)	3
O=C(CCc1nc2ccccc2c(=O)[nH]1)N1CCN(C/C=C/c2ccccc2)CC1	-19
O=C(NCC1CCCO1)c1csc2c1CCCC2 (stereo unspecified)	-5
Cc1cc(N2CCOCC2)nc2ccc(NC(=O)CCC(=O)N3CCN(Cc4ccccc4)CC3)cc12	1
Cc1c(Cl)c([N+](=O)[O-])nn1CCCC(=O)Nc1cc(Oc2ccccc2)cc([N+](=O)[O-])c1	-9
CCOc1ccc(-n2ccnc2SCC(=O)Nc2ccc(CC)cc2)cc1	1
Cc1ccc(NS(=O)(=O)c2ccc(NS(=O)(=O)c3ccc4c(c3)OCCO4)cc2)cc1C	-20
CC1CCc2c(sc(NC(=O)c3cc(-c4ccc(F)cc4)on3)c2C(N)=O)C1 (stereo unspecified)	-15
COCCN1C=C(C(=O)OC)C(c2ccc(O)cc2)C(C(=O)OC)=C1	-9
O=C(O)[C@@H]1CCCC[C@@H]1C(=O)N1CCc2ccccc2C1CN1C(=O)c2ccccc2C1=O (stereo partly specified)	-1
O=C1C2C3CCC(C3)C2C(=O)N1Cc1ccc(F)cc1 (stereo unspecified)	1
Nc1nnc(CCN2C(=O)CSC2=O)s1	3
COc1ccc(C(=O)c2oc3ccccc3c2N)cc1	0
c1ccc(-c2csc3ncnc(NCc4ccc5c(c4)OCO5)c23)cc1	0
COc1ccccc1CNS(=O)(=O)c1cc(C(=O)Nc2ccccc2Cl)ccc1F	1
CCCCOc1ccccc1C1C(C(=O)OC2CCCC2)=C(C)NC2=C1C(=O)CC(C)(C)C2 (stereo unspecified)	-2
CCOC(=O)C1=C(c2ccccc2)NC(=S)NC1c1ccc(F)cc1 (stereo unspecified)	-5
Cc1ccc(NC(=O)CS(=O)CC(=O)NCC2OCCc3ccccc32)c(C)c1 (stereo unspecified)	-7
CCOC(=O)c1ccc(CNS(=O)(=O)c2ccc(OCC)c3ccccc23)o1	-26
CCN(CC)CCN1C(=O)C(=O)/C(=C(/O)c2cccc(OC)c2)C1c1ccccn1 (stereo unspecified)	2
O=C(Nc1ccc(C(=O)Oc2ccccc2)c(O)c1)c1ccco1	-2&-12
COc1ccc(C2C(C(=O)OCCc3ccccc3)=C(C)NC3=C2C(=O)CCC3)cc1OC (stereo unspecified)	-3
CCN(CC)C(=O)c1sc2nc(-c3cccs3)cc(-c3cccs3)c2c1N	0
CCCOc1ccc(Cc2c(Cl)nc(SC)nc2N(C)C)cc1	-8
O=C1C(=O)N(CCCn2ccnc2)C(c2ccc(Cl)cc2)/C1=C(\O)c1ccc(Br)cc1 (stereo unspecified)	0
O=C(Nc1ccc(NC(=O)c2ccco2)c(Cl)c1)c1cccc([N+](=O)[O-])c1	2
CC(C)OC(=O)c1cc(=O)[nH]c2ccccc12	-4
CCc1nnc(NC(=O)c2cc3c(s2)CCCCC3)s1	1
CSc1ccc(S(=O)(=O)NCc2ccccc2Cl)cc1	-9
CCOC(=O)Cn1nnc(-c2ccc(Br)cc2)n1	6
CC1=C(C(N)=O)C(c2cccc(Br)c2)n2nc(SCc3ccccc3F)nc2N1 (stereo unspecified)	4
COc1cccc(CC(=O)Nn2c(C)nc3ccccc3c2=O)c1	-4
COc1cc(C(=O)N2CCc3ccccc32)c([N+](=O)[O-])cc1OC	-6
Cc1cc(C)cc(N(CC(=O)NCC2CCCO2)C(=O)CN2C(=O)COc3ccccc32)c1 (stereo unspecified)	-9

Already shown: an excerpt of the list.
SMILES	14-3-3g Raf
CC1=C(C(N)=O)C(c2cccc(Br)c2)n2nc(SCc3ccccc3F)nc2N1 (stereo unspecified)	4
COc1cccc(CC(=O)Nn2c(C)nc3ccccc3c2=O)c1	-4
COc1cc(C(=O)N2CCc3ccccc32)c([N+](=O)[O-])cc1OC	-6
Cc1cc(C)cc(N(CC(=O)NCC2CCCO2)C(=O)CN2C(=O)COc3ccccc32)c1 (stereo unspecified)	-9

(listing goes on)
SMILES	14-3-3g Raf
CCc1ccc(S(=O)(=O)N(C(C)=O)c2ccc3oc(C)c(C(=O)OC)c3c2)cc1	-52
O=C(c1ccco1)N1CCN(S(=O)(=O)c2ccccc2[N+](=O)[O-])CC1	7
Cc1onc(-c2ccccc2Cl)c1C(=O)Nc1cccnc1	0
Cc1ccc(NC(=O)N2CCC(C(=O)NCCC3=CCCCC3)CC2)cc1	0
COc1cc(C2NC(=S)NC(C)=C2C(=O)Nc2ccccn2)ccc1OCc1ccccc1 (stereo unspecified)	-2
Cc1ccc(NC(=O)CCC(=O)OCC(=O)c2cccc([N+](=O)[O-])c2)cc1Cl	0
COc1cccc(-c2nc(N3CCN(Cc4ccccc4)CC3)c3ccccc3n2)c1O	6
O=C(c1cccc([N+](=O)[O-])c1)c1ccc2c(c1)C(=O)N(c1ccccn1)C2=O	4
Cc1ccc2c(c1)N(CCCC(=O)NC1CCCC(C)C1C)C(=O)CO2 (stereo unspecified)	-1
CCOc1ccc(/C(O)=C2/C(=O)C(=O)N(CCN(CC)CC)C2c2ccco2)cc1 (stereo unspecified)	-12
O=C(CSc1nnnn1-c1ccccc1)CSc1nnnn1-c1ccccc1	2
CCOC(=O)c1cc2c(=O)n3ccccc3nc2n(CCOC)c1=NC(=O)c1ccccc1C	-16
O=C1c2ccccc2C(=O)N1CCC(=O)N(C1CCCCC1)C1CCCCC1	-12
COCc1oc2c(cc(NS(=O)(=O)c3cccc([N+](=O)[O-])c3)c3ccccc32)c1C(=O)OC	-59
